MEX-5 binding: MEX-5 zinc finger RNA-binding disruptors – biochemical, C. elegans, fluorescence polarization, MLPCN library, primary screen | Zinc finger protein mex-5 (Caenorhabditis elegans), Q9XUB2 | AID 1832, 2009 | MEX-5/FITC-TCR2 RNA binding; hits give low values | 300,000 tested, 0.38% active | activity score (negative = inhibition of binding), % at 10 µM;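 active = inhibition past about -25% in most replicates, and total fluorescence under double the plate's negative control median, limit read from the data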;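 note: 0% = DMSO and -100% = 5 µM competing unlabeled TCR2 RNA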
Target sequence (Q9XUB2 whole entry, looked up): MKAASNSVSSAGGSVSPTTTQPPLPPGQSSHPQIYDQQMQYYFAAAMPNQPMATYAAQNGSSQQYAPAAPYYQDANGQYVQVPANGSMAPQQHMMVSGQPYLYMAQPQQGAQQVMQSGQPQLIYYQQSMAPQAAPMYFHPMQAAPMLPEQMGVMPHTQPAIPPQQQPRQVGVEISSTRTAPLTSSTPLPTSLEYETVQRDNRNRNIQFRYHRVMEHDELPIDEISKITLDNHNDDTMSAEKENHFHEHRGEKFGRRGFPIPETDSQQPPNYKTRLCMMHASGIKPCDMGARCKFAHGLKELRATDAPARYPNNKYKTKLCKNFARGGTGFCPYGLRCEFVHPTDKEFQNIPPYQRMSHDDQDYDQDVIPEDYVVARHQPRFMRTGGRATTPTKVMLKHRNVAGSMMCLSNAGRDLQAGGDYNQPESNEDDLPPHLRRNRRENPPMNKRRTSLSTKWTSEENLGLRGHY
pPAFAH inh: pPAFAH enzyme inhibitors, primary screen, biochemical, fluorescence polarization, human; AID 463082, 2010; recombinant pPAFAH, FP-rhodamine probe fluorescence polarization; 330,000 tested, 1.5% active; inhibition, % at 3.39 µM;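 active = inhibition above the mean inhibition across the screen plus 3 SD, cut at about 25% in these data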;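 note: inhibitors block binding of the rhodamine activity-based probe so polarization drops; 0% = enzyme with DMSO and 100% = wells lacking pPAFAH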
BCLXL inh: inhibitors of human Bcl-xL, primary screen, biochemical, fluorescence polarization, HTS | GST-Bcl-xL / FITC-Bim BH3 peptide fluorescence polarization | inhibition, % at 10.9 µM | 320,000 tested, 0.7% active | AID 2129, 2009;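 active = inhibition above the mean of all tested compounds plus 3 SD, cutoff set per campaign, cut at about 30% in these data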;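 note: 0% = DMSO wells and 100% = unlabeled Bim-BH3 peptide competitor; inhibitors lower millipolarization by displacing the labeled peptide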
AHR act: AHR activators, primary screen, cell-based, luminescence, luciferase reporter, human | activation, % at 5 µM | 320,000 tested, 2.5% active | Aryl hydrocarbon receptor (Homo sapiens), P35869 | AHR-responsive luciferase reporter cells; in the data active = activation above about 47%;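 note: 0% = vehicle wells and 100% = reference agonist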
PAFAH1B2 inh: PAFAH1B2 enzyme inhibitors, primary screen, biochemical, fluorescence polarization, human | inhibition, % at 3.39 µM | 340,000 tested, 1.2% active | recombinant PAFAH1B2, FP-rhodamine activity probe | AID 492953, 2010;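 active = inhibition above the mean of all tested compounds plus 3 SD, cut at about 24% in these data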;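 note: 0% = enzyme with DMSO and 100% = wells lacking PAFAH1B2; many of its hits are not listed in these tables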
Target sequence (P68402 whole entry, looked up): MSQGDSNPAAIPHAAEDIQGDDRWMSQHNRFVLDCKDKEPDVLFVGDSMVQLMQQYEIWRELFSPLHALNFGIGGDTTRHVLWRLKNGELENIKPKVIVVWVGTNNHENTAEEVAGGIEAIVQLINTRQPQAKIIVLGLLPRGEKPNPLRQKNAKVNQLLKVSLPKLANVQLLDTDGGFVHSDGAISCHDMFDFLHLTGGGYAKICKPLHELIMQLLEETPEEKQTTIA
Fam108B counter: mouse Fam108B serine hydrolase inhibitors, primary screen, counter-screen for RBBP9 inhibitor project, biochemical, fluorescence polarization | inhibition, % at 9.51 µM | recombinant Fam108B, FP-Rh probe fluorescence polarization | 300,000 tested, 0.33% active | AID 1947, 2009;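 active = inhibition above the screen mean inhibition plus 3 SD, computed separately per campaign, cut at about 18% in these data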;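 note: inhibitors lower polarization as less probe binds the enzyme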
PME-1 primary: PME-1 inhibitors via competitive probe labeling, primary screen, biochemical, fluorescence polarization, FP-Rh probe, HTS. Protein phosphatase methylesterase 1 (Homo sapiens), Q9Y570. recombinant PME-1. inhibition, % at 5.9 µM. 320,000 tested, 0.53% active. AID 2130, 2009;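 active = inhibition above the campaign mean of all compounds plus 3 SD, cut at about 26% in these data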;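 note: competitive labeling of PME-1 active site by serine hydrolase directed probe; 0% = PME-1 with DMSO and 100% = wells lacking PME-1 enzyme; inhibitors block probe labeling so polarization falls and inhibition rises; many of its hits are not listed in these tables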
MCL1-BIM inh: inhibitors of MCL1 binding to BIM-BH3, primary screen, biochemical, fluorescence polarization; inhibition, % at 10.9 µM; Induced myeloid leukemia cell differentiation protein Mcl-1 (Homo sapiens), Q07820; GST-MCL1 / FITC-Bim-BH3 fluorescence polarization; 320,000 tested, 0.68% active;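 active = inhibition above the mean inhibition of all tested compounds plus 3 SD, set per campaign, cut at about 40% in these data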;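 note: 0% = DMSO wells and 100% = unlabeled Bim-BH3 peptide control; higher means more loss of mP so more displacement of Bim peptide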
Target sequence (Q07820 whole entry, looked up): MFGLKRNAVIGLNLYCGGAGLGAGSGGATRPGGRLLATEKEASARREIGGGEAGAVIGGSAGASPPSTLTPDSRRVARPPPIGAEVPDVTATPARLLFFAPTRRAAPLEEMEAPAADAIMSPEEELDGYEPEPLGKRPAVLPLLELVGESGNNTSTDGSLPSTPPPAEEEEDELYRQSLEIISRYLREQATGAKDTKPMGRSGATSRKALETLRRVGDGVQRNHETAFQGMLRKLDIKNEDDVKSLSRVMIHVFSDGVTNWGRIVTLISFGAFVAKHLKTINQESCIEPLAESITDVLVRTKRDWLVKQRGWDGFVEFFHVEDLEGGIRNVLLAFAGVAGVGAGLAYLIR
GLD-1 TGE inh: GLD-1/TGE RNA complex disruptors, primary screen, biochemical, fluorescence polarization. 320,000 tested, 0.44% active. purified GLD-1 + fluorescein TGE RNA. Female germline-specific tumor suppressor gld-1 (Caenorhabditis elegans), Q17339. inhibition, % at 5.96 µM;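 active = percent inhibition above a per-plate cutoff, the plate mean of test compounds plus 3 SD, cut at about 30% in these data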;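 note: 0% = DMSO wells with GLD-1 and probe and 100% = wells lacking GLD-1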
An asterisk follows results filed as active; / = no result given. Only part of the results is shown; rates above refer to the full screens.

SMILES	MEX-5 binding	pPAFAH inh	BCLXL inh	AHR act	PAFAH1B2 inh	Fam108B counter	PME-1 primary	MCL1-BIM inh	GLD-1 TGE inh
O=C(CS(=O)(=O)c1ccc(F)cc1)Nc1nccs1	-0.4	5	1	-2	5	0	1	-3	5
COc1ccc(NC(=O)NC2CCCCC2C)cc1 (stereo unspecified)	0.7	4	2	5	2	2	0	3	-5
Cc1cc(C)nc(NS(=O)(=O)c2ccc(NC(=O)CSc3nc4ccccc4[nH]3)cc2)n1	-2.1	-6	4	4	-2	2	-6	-5	-3
CCOc1ccccc1NC(=O)CCNS(=O)(=O)c1ccc2[nH]c(=O)oc2c1	-0.7	1	6	4	0	0	2	3	7
O=S(=O)(NCC1OCCc2ccccc21)c1ccc(S(=O)(=O)N2CCOCC2)cc1 (stereo unspecified)	-1.1	0	-3	1	17	2	1	-5	11
O=C(COC(=O)c1ccccc1)Nc1cccc(S(=O)(=O)N2CCOCC2)c1	0.3	3	-5	-1	5	-5	3	-5	-2
Cc1[nH]c(=S)sc1Cc1ccc(Cl)c(Cl)c1	2.5	9	15	1	/	5	8	11	10
CN(Cc1cnn(C)c1)C(=O)C1CCC(=O)N(Cc2cccc(C(F)(F)F)c2)C1 (stereo unspecified)	-0.6	0	5	1	4	-3	1	2	5
COc1ccc(-n2c(/C=C3\C(=O)N(C)c4ccccc43)nc3ccccc3c2=O)cc1	0.4	3	9	3	5	0	4	6	-3
CCn1c(C(=O)Nc2ccsc2C(=O)OC)cc2sc(Cl)cc21	-7.4	3	0	20	0	-2	-6	-7	1
O=C(O)C1CCCCC1C(=O)Nc1ccc(Cl)cc1 (stereo unspecified)	-1.8	6	2	0	0	1	1	1	3
CCOC(=O)c1c(=O)n(O)c2ccc(C)cc2[n+]1[O-]	-2.6	0	-1	2	3	-6	-2	-6	11
O=C(COC(=O)COc1ccc(Br)cc1)NCc1ccc2c(c1)OCO2	/	22	/	-2	13	/	/	/	-2
O=C(CCCc1c[nH]c2ccccc12)N1CCN(c2ccc(N3CCOCC3)nn2)CC1	-0.3	2	7	7	4	2	7	5	-3
O=C(CSCC(=O)Nc1ccccc1)N/N=C/c1c(O)ccc2ccccc12	/	11	1	19	5	5	-1	4	2
O=C(CCCn1c(SCc2cccc([N+](=O)[O-])c2)nc2ccccc2c1=O)NCC1CCCO1 (stereo unspecified)	0.4	13	6	-3	6	2	9	10	4
CCN(CC(=O)NCc1ccc(Cl)cc1)C(=O)/C=C/c1ccccc1	-0.5	6	2	2	27*	1	1	-1	2
O=C(c1cccc(C(=O)N2CCc3ccccc32)n1)N1CCc2ccccc21	0.3	-2	-3	8	0	-5	0	-2	5
Cc1ccc(S(=O)(=O)N2CCCC2C(=O)Nc2nccs2)cc1 (stereo unspecified)	0.8	-1	2	3	-1	1	6	6	-3
S=C(N/N=C/c1cccs1)NC1CC2CCC1C2 (stereo unspecified)	1.2	3	5	7	/	-1	0	2	-3
C=CCOc1ccc(/C=C/C(=O)OCC(=O)Nc2c(C)n(C)n(-c3ccccc3)c2=O)cc1	1.5	9	3	-2	2	0	1	-12	7
O=C(CCNC(=O)N1CC(=O)Nc2ccccc21)Nc1ccc(F)c(Cl)c1	-1.1	4	2	3	6	4	-4	-3	6
O=C(O)CCCNC(=O)c1cncc(Br)c1	-1.4	-2	6	16	3	-3	-4	2	2
Cc1noc(NS(=O)(=O)c2ccc(NC(=O)CCN3C(=O)c4ccccc4C3=O)cc2)c1C	-4.9	0	-1	2	-1	-1	-2	-10	11
COc1ccccc1N1CCN(C(=O)C(NS(=O)(=O)c2cccs2)c2ccccc2)CC1 (stereo unspecified)	/	3	-1	1	0	0	3	-8	1

Other structures follow:
SMILES	MEX-5 binding	pPAFAH inh	BCLXL inh	AHR act	PAFAH1B2 inh	Fam108B counter	PME-1 primary	MCL1-BIM inh	GLD-1 TGE inh
CCOC(=O)C1=C(C)NC2=C(C(=O)c3ccccc32)C1c1cccc2ccccc12 (stereo unspecified)	-0.2	5	7	10	-2	15	8	6	-4
COc1cccc(CNC(=O)CCCC(=O)NC(C)CCc2ccccc2)c1 (stereo unspecified)	-3.6	-2	-2	1	7	0	2	-6	-3
CCn1cc(C(=O)Nc2cc(C)ccc2C)c(=O)c2ccc(C)nc21	2.6	0	2	3	/	0	-1	5	-1
Clc1ccc(C2=NN=C3COc4ccccc4N3C2)cc1	-4.5	3	5	88*	4	1	3	1	4
CCOc1ccc(S(=O)(=O)NC(=O)c2ccccc2)cc1	0.5	-1	0	-1	-6	0	-1	0	1
Cc1csc(NC(=O)CCC(=O)N(CC(=O)NC2CCCC2)Cc2ccco2)n1	0.5	-1	-2	9	-2	2	0	7	17
O=C(O)COc1ccc2nsnc2c1Cl	-3.1	-1	1	36	0	5	1	-5	0
Cc1nc2cc(NC(=O)c3ccc(S(=O)(=O)N(C)c4ccccc4)cc3)ccc2o1	-1.3	3	-4	3	5	8	-12	-13	-1
CC(=O)Nc1cccc(NC(=O)c2oc3ccccc3c2C)c1	/	-8	5	113*	/	0	4	6	-5
NS(=O)(=O)c1ccc(CCNC(=O)C2CCN(S(=O)(=O)c3cnc[nH]3)CC2)cc1	-1.1	0	5	-2	-1	2	0	1	0
COc1ccc(-c2ccc(SCC(=O)NCc3ccco3)nn2)cc1OC	-3.0	6	8	9	0	-4	-7	9	3
COc1ccc(/C=N/NC(=O)C[n+]2ccccc2)c(OC)c1OC	1.3	5	5	-1	-4	0	5	4	3
CN1CCN(CCc2nc3cc(NC(=O)COc4ccc([N+](=O)[O-])cc4)ccc3n2C)CC1	1.0	8	3	0	2	0	2	3	6
Cc1nn(C)c(C)c1C1C(C#N)=C(N)Oc2n[nH]c(C)c21 (stereo unspecified)	0.1	-2	9	-4	0	3	-5	9	4
Cc1nonc1NC(=O)c1oc2ccccc2c1C	1.6	1	1	13	1	-2	-4	-13	-4
CCNC(=O)NC(=O)C(C)OC(=O)C1CCN(S(=O)(=O)c2ccc(C)c(C)c2)CC1 (stereo unspecified)	1.3	9	0	0	-3	1	1	-9	4
CCOC(=O)C/C(C)=N/NC(=O)CN(c1ccc(Br)cc1)S(=O)(=O)c1ccccc1	-1.5	-2	7	6	2	-4	-12	9	0
O=C1C(c2ccccc2)C(c2ccccc2)NC(c2ccccc2)C1c1ccccc1 (stereo unspecified)	-0.9	-2	-4	3	5	0	-6	0	1
CC(=O)Nc1cc(C(=O)N2CCc3ccccc3C2)ccc1Sc1ccc(C)cc1	-1.0	4	2	2	-1	-2	0	3	8
COc1ccc(C(=O)Nc2ccccc2-c2nnn(CC(=O)NCc3ccco3)n2)cc1	0.8	1	2	103*	7	-6	-7	2	6
Cc1nnc(SCC(=O)NNC(=O)COc2ccc(Cl)cc2)s1	0.9	-3	3	20	4	-3	-1	3	-6
CC(C)Sc1snnc1-c1ccccc1	1.1	2	5	-2	5	-2	-1	-1	7
CC(=O)Nc1nc(C2CC2)cc(-c2ccccc2)c1C#N	1.0	2	7	4	7	4	-6	5	-6
CC(C)c1nc2oc3c(NCc4ccccn4)ncnc3c2c2c1COC(C)(C)C2	2.1	5	4	1	3	-3	0	-3	3
COc1ccc(CCNC(=O)CSc2cc(=O)[nH]c(N)n2)cc1OC	-2.2	3	5	2	-3	-2	-3	13	4

Later entries
SMILES	MEX-5 binding	pPAFAH inh	BCLXL inh	AHR act	PAFAH1B2 inh	Fam108B counter	PME-1 primary	MCL1-BIM inh	GLD-1 TGE inh
N#Cc1ccc(C(=O)CN2CCN(c3ccccc3)CC2)cc1	0.2	4	7	4	5	1	-1	6	2
COc1ccc(CN2CC(=O)N(c3ccc(C)cc3C)C2=S)cc1OC	0.2	1	0	1	2	3	0	2	2
CC(C)(C)c1csc(N/N=C/c2ccc(O)cc2)n1	1.8	6	3	72*	4	-2	-1	11	-2
CCc1cccc(C)c1NC(=O)C1CCCN(S(C)(=O)=O)C1 (stereo unspecified)	-0.1	2	6	0	0	2	-10	-2	5
CCOC(=O)CCCCCC(=O)Nc1ccc2c(c1)CC(=O)N([C@@H](C)CO)C[C@H](C)[C@@H](CN(C)Cc1ccccc1)O2	/	2	/	1	8	/	/	/	4
O=C(NC1CC2CCCC(C1)N2C(=S)Nc1ccccc1Cl)C1CC1 (stereo unspecified)	-2.3	6	3	1	7	0	1	6	10
COc1ccc(/C=C/C(=O)NCC(=O)N/N=C/c2cc(Br)ccc2OC)cc1	0.3	0	7	7	-4	0	-2	1	1
CCc1nc2sc3c(c2c(=O)o1)CCCC3	-3.3	1	3	8	7	1	-1	11	0
COc1ccccc1NC(=O)CCC(=O)Nc1ccccc1OC	0.0	0	5	24	-5	-2	-2	6	1

Record cards, as listed above. Order of values: MEX-5 binding | pPAFAH inh | BCLXL inh | AHR act | PAFAH1B2 inh | Fam108B counter | PME-1 primary | MCL1-BIM inh | GLD-1 TGE inh
Record of CCOC(=O)CCCCCC(=O)Nc1ccc2c(c1)CC(=O)N([C@@H](C)CO)C[C@H](C)[C@@H](CN(C)Cc1ccccc1)O2 → / | 2 | / | 1 | 8 | / | / | / | 4
Record of CCc1nc2sc3c(c2c(=O)o1)CCCC3 → -3.3 | 1 | 3 | 8 | 7 | 1 | -1 | 11 | 0
Record of COc1ccccc1NC(=O)CCC(=O)Nc1ccccc1OC → 0.0 | 0 | 5 | 24 | -5 | -2 | -2 | 6 | 1
Record of CCc1cccc(C)c1NC(=O)C1CCCN(S(C)(=O)=O)C1 (stereo unspecified) → -0.1 | 2 | 6 | 0 | 0 | 2 | -10 | -2 | 5
Record of CC(C)(C)c1csc(N/N=C/c2ccc(O)cc2)n1 → 1.8 | 6 | 3 | 72* | 4 | -2 | -1 | 11 | -2

Rewritten with each value named: part of the list above
CC(C)(C)c1csc(N/N=C/c2ccc(O)cc2)n1
  MEX-5 binding = 1.8	pPAFAH inh = 6	BCLXL inh = 3	AHR act = 72*	PAFAH1B2 inh = 4	Fam108B counter = -2	PME-1 primary = -1	MCL1-BIM inh = 11	GLD-1 TGE inh = -2

CCc1cccc(C)c1NC(=O)C1CCCN(S(C)(=O)=O)C1 (stereo unspecified)
  MEX-5 binding = -0.1	pPAFAH inh = 2	BCLXL inh = 6	AHR act = 0	PAFAH1B2 inh = 0	Fam108B counter = 2	PME-1 primary = -10	MCL1-BIM inh = -2	GLD-1 TGE inh = 5

CCOC(=O)CCCCCC(=O)Nc1ccc2c(c1)CC(=O)N([C@@H](C)CO)C[C@H](C)[C@@H](CN(C)Cc1ccccc1)O2
  MEX-5 binding = /	pPAFAH inh = 2	BCLXL inh = /	AHR act = 1	PAFAH1B2 inh = 8	Fam108B counter = /	PME-1 primary = /	MCL1-BIM inh = /	GLD-1 TGE inh = 4

High-throughput results as filed in PubChem BioAssay.
